hERG WT inh = qHTS for Inhibitors of KCHN2 3.1: Wildtype qHTS. AID 720551, 2013. activity change, % at 1.84 µM. U2OS, BacMam KCNH2, thallium flux FluxOr; hits give low values. Voltage-gated inwardly rectifying potassium channel KCNH2 (Homo sapiens), Q12809. 340,000 compounds, 0.37% hits;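 active = maximum activity change below -70%; inconclusive = maximum activity change between -70% and -50%; inactive = maximum activity change above -50%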; also: % is scaled to controls: 0 for no effect and ±100 for the full control effect
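U2OS cells transduced with wild-type KCNH2 virus are loaded with FluxOr dye for 45 min, and thallium flux is measured in kinetic reads before and after stimulation buffer. Rate constants are normalized to DMSO controls.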
PKM2 activator = qHTS Assay for Activators of Human Muscle isoform 2 Pyruvate Kinase; AID 1631, 2009; Potency, µM (highest dose often 57.5 µM), for the others: at the highest dose activation, most hits filed as activators; purified PKM2, Kinase-Glo ATP luminescence, activation; response scale: 0% is enzyme alone, no compound; 260,000 compounds, 0.34% hits; also: potency is read from the fitted curve at half-maximal effect; % is scaled to controls: 0 for no effect and ±100 for the full control effect; nearly all actives have a fitted effect of over 55% in size
Target sequence (P14618 whole entry, looked up, canonical isoform): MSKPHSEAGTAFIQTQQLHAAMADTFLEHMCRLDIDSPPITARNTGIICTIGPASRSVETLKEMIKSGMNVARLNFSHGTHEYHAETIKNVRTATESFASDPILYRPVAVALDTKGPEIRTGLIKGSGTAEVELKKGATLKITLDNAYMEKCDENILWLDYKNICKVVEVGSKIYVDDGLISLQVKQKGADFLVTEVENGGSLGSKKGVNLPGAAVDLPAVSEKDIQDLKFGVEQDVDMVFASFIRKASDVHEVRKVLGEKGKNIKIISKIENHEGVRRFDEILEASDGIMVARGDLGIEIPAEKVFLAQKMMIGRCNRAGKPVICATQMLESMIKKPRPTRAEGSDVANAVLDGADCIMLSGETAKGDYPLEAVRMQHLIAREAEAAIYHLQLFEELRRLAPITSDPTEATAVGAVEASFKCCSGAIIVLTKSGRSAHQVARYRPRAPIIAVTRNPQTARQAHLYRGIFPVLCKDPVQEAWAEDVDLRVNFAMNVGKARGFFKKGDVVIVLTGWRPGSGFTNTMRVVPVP
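Kinase-Glo luminescence reports ATP generated from ADP (0.1 mM) and PEP (0.5 mM) by purified hPK-M2 after 1 h at room temperature, pH 7.2 imidazole buffer; intermediate enzyme activity allows detecting inhibitors and activators.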
Eya2 inh = qHTS Assay for Inhibitors of the Phosphatase Activity of Eya2; recombinant Eya2, OMFP fluorescence dephosphorylation (OMFP is methylfluorescein phosphate); Potency, µM (series often up to 76.9 µM), inactives show top-dose activity, negative = inhibition, hits mostly inhibitors; 330,000 compounds, 0.006% hits; AID 488837, 2010; also: potency is read from the fitted curve at half-maximal effect; % is scaled to controls: 0 for no effect and ±100 for the full control effect
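Eya2 (0.2 uM) preincubated 10 min at ambient with compound, then OMFP substrate added at 50 uM; 10 min reaction in 50 mM HEPES pH 7.5, 50 mM NaCl, 5 uM MgCl2, 0.05% BSA, 1 mM DTT. Fluorescence read at Ex 485/Em 525 nm.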
MBNL1 CUG block = qHTS Assay for Inhibitors of MBNL1-poly(CUG) RNA binding; AID 2675, 2010; TR-FRET MBNL1-His/biotin-(CUG)12 binding, 665/545 ratio; Muscleblind-like protein 1 (Homo sapiens), Q9NR56; 280,000 compounds, 0.036% hits; Potency, µM (doses to about 57.5 µM), inactives show at the highest dose activity change, negative = inhibition, most hits filed as inhibitors; active = well fitted inhibition curve with a large enough effect in the signal ratio, with a control signal flat, not every such curve was filed as active; inconclusive = small, poorly fitted or top-dose-only effect, or effect the other way, or a change in a side signal; inactive = no such curve, though single readings can be large or run the other way; the % refers to the signal ratio; also: potency is read from the fitted curve at half-maximal effect; % is scaled to controls: 0 for no effect and ±100 for the full control effect
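Compound titration spanned 92 nM–58 uM against the MBNL1-His/biotin-(CUG)12 complex. After 60 min at room temperature with 5 nM streptavidin-XL665 and 0.055 ng/ul terbium anti-His, ratiometric 665/545 nm emission (Ex 340 nm) normalized to controls.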
Mito fusion act = qHTS Assay for Small Molecule Inhibitors of Mitochondrial Division or Activators of Mitochondrial Fusion; S. cerevisiae fusion-defective mutant growth rescue, CellTiterGlo 48 h; Potency, µM (doses to about 46.1 µM), for the others: at the top dose growth rescue (activation), hits mostly activators; 320,000 compounds, 0.23% hits; AID 485298, 2010;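 also: potency is read from the fitted curve at half-maximal effect; % of control where 0% means no effect; nearly all actives have a fitted effect of over 45% in size; temperature-sensitive fusion mutants such as fzo1-1 at 37 °C on non-fermentable ethanol glycerol medium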
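S. cerevisiae fusion-defective temperature-sensitive mutants (e.g. fzo1-1, mgm1-5) grown 48 h at 37C in YPEG (ethanol/glycerol non-fermentable) medium with 23 nl compound per well; growth rescue read as CellTiterGlo luminescence.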
BCR signal inh = qHTS Assay to Find Inhibitors of Chronic Active B-Cell Receptor Signaling; ABC-DLBCL IkBa-CBG/CBR reporter, luminescence ratio, 4 h; 340,000 compounds, 0.05% hits; Potency, µM (series often up to 46.1 µM), inactives show at the top dose ratio change, negative = lower green/red ratio, most hits filed as inhibitors; active = well fitted inhibition curve with a large enough effect in the signal ratio, with a control signal flat, not every such curve was filed as active; inconclusive = small, poorly fitted or top-dose-only effect, or effect the other way, or a change in a side signal; the % refers to the signal ratio;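 also: potency is read from the fitted curve at half-maximal effect; plate controls were basal doxycycline-induced cells for no effect and cells given 10 µM MG132 for full effect; MG132 reads +100%, hits lower the ratio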
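Compounds up to 46 uM were incubated four hours with TMD8 cells whose green CBG68 luciferase is fused to IkappaBalpha; red CBR luminescence normalised the signal, and concentration-effect curves were fitted to fusion, red and ratio data.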
GALK inhibitor = qHTS Assay for Inhibitors of Human Galactokinase (GALK); AID 1868, 2009; Potency, µM (titrated, usually from 57.5 µM), inactives show at the top dose activity change, negative = inhibition, hits mostly inhibitors; 270,000 compounds, 0.007% hits; Purified GALK, Kinase-Glo residual ATP luminescence; P51570; also: potency is read from the fitted curve at half-maximal effect; % is scaled to controls: 0 for no effect and ±100 for the full control effect
Target sequence (P51570 whole entry, looked up): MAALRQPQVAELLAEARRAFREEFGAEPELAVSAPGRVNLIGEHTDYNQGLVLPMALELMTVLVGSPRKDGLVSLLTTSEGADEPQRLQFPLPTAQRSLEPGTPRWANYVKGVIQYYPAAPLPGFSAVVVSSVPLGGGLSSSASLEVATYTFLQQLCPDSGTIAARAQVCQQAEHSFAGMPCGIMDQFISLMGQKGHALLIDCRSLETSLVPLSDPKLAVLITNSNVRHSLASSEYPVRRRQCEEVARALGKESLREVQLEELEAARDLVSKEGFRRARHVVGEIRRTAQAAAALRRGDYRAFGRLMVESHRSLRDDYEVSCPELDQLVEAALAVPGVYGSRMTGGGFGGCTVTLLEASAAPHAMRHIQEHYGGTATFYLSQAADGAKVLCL
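Quantitative HTS: GALK 5 nM, ATP 35 uM, galactose 100 uM, 1 h room temperature, then luciferase-based ATP detection.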
USP2a inh = qHTS Assay for Inhibitors of Ubiquitin-specific Protease USP2a Using CHOP2 as the Reporter. USP2 core, Ub-CHOP2 coupled fluorogenic reporter, 485/531. Potency, µM (doses to about 38.3 µM), for inactives: top-dose activity change, negative = inhibition, hits mostly inhibitors. Ubiquitin carboxyl-terminal hydrolase 2 (Homo sapiens), O75604. 330,000 compounds, 0.01% hits;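 also: potency is read from the fitted curve at half-maximal effect; plate controls were DMSO wells for no effect and full inhibition by NEM control for full effect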
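Cell-free coupled assay: 10nM USP2 core preincubated 30min RT with compound in Tris-HCl pH 8.0/CaCl2/CHAPS buffer, then 25nM Ub-CHOP2 and 25nM reporter substrate; fluorescence (Ex 485/Em 531) read after 60min RT, normalized to NEM inhibition, concentration-response curves fitted.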
TSHR antag = Antagonists of the Thyroid Stimulating Hormone Receptor: HTS campaign; 330,000 compounds, 0.2% hits; activity change, negative = inhibition, % at 11.5 µM; AID 504810, 2011; Thyrotropin receptor (Homo sapiens), P16473; TSHR-expressing cells, TSH-stimulated cAMP HTRF, 2 h; hits give low values;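 active = activity change below a set negative limit, meaning inhibition stronger than a set level, cut at about -70% in these data; inconclusive = activity change between two set negative limits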; also: % is scaled to controls: 0 for no effect and ±100 for the full control effect
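Inhibition of cAMP made by TSHR-expressing cells under TSH stimulation (4nM final, EC80; 2 h, 37 deg C) is quantified with a one-step lysis HTRF kit, anti-cAMP cryptate versus cAMP-d2.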
Menin MLL FP TR = qHTS Assay for Inhibitors Targeting the Menin-MLL Interaction in MLL Related Leukemias: Competition With Texas Red Labeled MLL-derived Mutant Peptide. O00255. Menin + Texas Red MLL mutant peptide, fluorescence polarization. Potency, µM (highest dose often 61.6 µM), for inactives: top-dose FP activity change, negative = inhibition, actives largely listed as inhibitors. 270,000 compounds, 0.23% hits; active = well fitted inhibition curve with a large enough effect in the polarisation, with a control signal flat, not every such curve was filed as active; inconclusive = small, poorly fitted or top-dose-only effect, or effect the other way, or a change in a side signal; inactive = no such curve, though single readings can be large or run the other way; the % refers to the polarisation; also: potency is read from the fitted curve at half-maximal effect; % of control where 0% means no effect; many of its hits are not listed in these tables
S-ASM inh = Inhibitors of Secretory Acid Sphingomyelinase (S-ASM): qHTS | placental ASM, HMU-PC fluorogenic substrate, 60 min | Sphingomyelin phosphodiesterase (Homo sapiens), P17405 | 340,000 compounds, 0.006% hits | Potency, µM (doses to about 57.5 µM), without a hit: top-dose activity change, negative = inhibition, hits mostly inhibitors; also: potency is read from the fitted curve at half-maximal effect
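Human placenta-derived ASM preincubated with compound 10 min at room temperature, then reacted with 9 uM (final) fluorogenic HMU-PC substrate for 60 min at 37 C. Stop solution raises pH to 10; fluorescence read at Ex 386/Em 447 nm.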
* marks the source's active call; other numbers are inactive results; i = inactive; u = inconclusive; x = not tested or not shown; [ ] = remark or other dose. Unless noted, calls follow the shape of the dose curve; as a rule, active = well fitted curve in the direction sought with a large enough effect; inconclusive = small, poorly fitted or top-dose-only effect, or another doubt; inactive = no such curve, though single readings can be large; an effect the other way counts as inactive or inconclusive. Only part of the results is shown, so the mix of outcomes need not match the whole.

SMILES	hERG WT inh	PKM2 activator	Eya2 inh	MBNL1 CUG block	Mito fusion act	BCR signal inh	GALK inhibitor	USP2a inh	TSHR antag	Menin MLL FP TR	S-ASM inh
O=C(CN1CCN(c2ccccc2F)CC1)Nc1ccc2c(c1)CCC2	i	3%	0%	3%	u	2%	2%	1%	1	-19%	-1%
CN(C)c1ccc(C(CNS(=O)(=O)c2cccc([N+](=O)[O-])c2)N2CCOCC2)cc1 (configuration not stated)	0	x	7%	x	-7%	-2%	x	2%	1	x	-1%
CC[n+]1c(/C=C/c2ccc(N(C)C)cc2)ccc2ccccc21	19	-28%	-27%	u	-22%	u	x	-14%	-49	u	-21%
CCN(CC)S(=O)(=O)c1ccc2c(c1)N(CC(=O)N(CCc1ccncc1)C(C)C)C(=O)CO2	x	4%	-4%	-8%	22%	5%	-2%	9%	-6	3%	5%
CCN(CC)CC(O)Cn1c(C)c(-c2ccccc2)c2cc([N+](=O)[O-])ccc21 (configuration not stated)	24	x	3%	u	-52%[inhibitor]	-2%	-4%	3%	-2	5%	-11%
CCOC(=O)c1cn(CC#N)c2cc(F)c(F)cc2c1=O	-70*	-3%	0%	-1%	-1%	3%	0%	0%	2	-8%	-1%
O=C(NC1CCCCC1)C1CC(O)CN1C(=O)OCc1ccccc1 (configuration not stated)	-22	3%	0%	-6%	-2%	u	-3%	2%	7	2%	3%
COc1ccc(C(=O)COC(=O)/C=C/c2ccccc2)c(OC)c1	-7	x	-13%	x	4%	u	x	2%	-26	x	-2%
O=C(NC(c1ccccc1)c1ccccc1)C1CCCN(S(=O)(=O)c2cnc[nH]2)C1 (configuration not stated)	1	10%	-33%	5%	0%	19%	1%	0%	4	-3%	4%
O=C(NCC(c1ccco1)N1CCN(c2ccccc2)CC1)C(=O)NC1CCCCC1 (configuration not stated)	5	x	0%	x	2%	4%	x	3%	-3	x	-1%
Cc1nc(C)c(-c2csc(Nc3ccc(O)cc3C)n2)s1	-10	3%	3%	11%	2%	u	-1%	1%	-1	9%	6%
O=C(NNc1ccccc1Br)C(=O)n1ccc2ccccc21	-9	7%	3%	x	-10%	u	-1%	2%	11	-10%	-16%
Cc1ccn2c(-c3csc(NCc4ccccc4)n3)c(C)nc2c1	2	6%	-5%	4%	13%	10%	0%	-1%	-28	u	4%
COc1ccc(-c2[nH]c(-c3ccc4c(c3)OCO4)nc2-c2ccccc2)cc1	1	-1%	8%	-6%	-6%	u	-2%	-3%	-8	u	u
CN(C(=O)c1cccc(S(=O)(=O)N2CCCC2)c1)C1CCCCC1	-11	x	-21%	x	1%	4%	x	2%	34	x	2%
COCC(=O)N1CCN(c2cccc(Cl)c2)CC1	-7	-1%	-4%	-2%	1%	u	-2%	0%	4	-15%	3%
O=C(Nc1cccc(-n2cnnn2)c1)c1cccnc1	1	-9%	5%	6%	-2%	-10%	-2%	1%	7	14%	4%
O=C(N/N=C\C=C\c1ccc(Br)cc1)c1ccc2c(c1)OCO2	2	0%	5%	-1%	-12%	-25%	0%	0%	2	-3%	-4%
COC(=O)CSc1nnc(-c2ccc(OC)cc2OC)o1	-16	-16%	8%	3%	-4%	u	-2%	2%	-19	-1%	-2%
COc1ccccc1N1CCN(C(=O)CCC(=O)O)CC1	-1	0%	-6%	-15%	1%	3%	3%	-4%	15	13%	2%
CC1Cc2nc(SCC(=O)Nc3ccc4c(c3)OCCO4)n(C)c(=O)c2S1 (configuration not stated)	-1	-17%	-2%	15%	-2%	u	3%	0%	12	-28%	0%
CCOC(=O)c1c(C)c(C)n(Cc2ccc(OC)c(OC)c2)c1C	-10	4%	0%	-26%[11.5 µM]	u	u	x	-1%	-1	3%	-3%
COCCCNc1nc(CC(C)C)nc2c1nnn2Cc1ccccc1	3	-1%	-9%	2%	-4%	0%	-2%	-1%	-9	4%	-1%
COc1ccccc1CCNS(=O)(=O)c1cn(C)nc1C	-2	-9%	-7%	-9%	3%	1%	6%	2%	0	16%	0%
CC(C)/C=C1\CCc2c([nH]c3ccccc23)C1=O	-14	-4%	2%	9%	3%	u	-3%	3%	-5	-6%	1%
(cont.)
SMILES	hERG WT inh	PKM2 activator	Eya2 inh	MBNL1 CUG block	Mito fusion act	BCR signal inh	GALK inhibitor	USP2a inh	TSHR antag	Menin MLL FP TR	S-ASM inh
Cc1cc(C)c(S(=O)(=O)N2CC=C(c3ccccc3)CC2)c(C)c1	-26	x	-9%	x	12%	17%	x	0%	-6	x	-2%
COc1ccc(C2C(C(=O)Nc3ccccc3)=C(C)N=C3SCC(=O)N32)cc1 (configuration not stated)	1	-3%	2%	3%	4%	-1%	-3%	2%	-9	51%[activator]	0%
O=C1[C@H]2[C@@H](c3ccc(F)cc3)N3C(=O)N(c4cccc(F)c4)C(=O)[C@@]3(Cc3ccccc3)[C@H]2C(=O)N1C1CCCCC1	0	x	3%	x	9%	9%	x	1%	-3	x	-7%
COc1ccccc1NC(=S)NC(=O)/C=C/c1ccco1	5	22%	2%	x	5%	u	1%	3%	-8	u	-1%
CN(C)c1cc[n+](Cc2ccccc2)cc1	-1	16%	7%	-4%	2%	2%	-2%	-2%	-13	-9%	5%
Cc1ccc(Nc2nnc(-c3ccccc3N)o2)cc1C	-1	-9%	15%	19%	-2%	u	3%	5%	20	x	43%[activator]
Cc1nc2nc3c(c(=O)n2[nH]1)CCC3	1	2%	-1%	1%	6%	0%	1%	3%	-1	2%	2%
CC[C@H](C)[C@@H](C(=O)NCCCCCCCCCCC(=O)N1CCN(C(=O)OC(C)(C)C)CC1)n1cc(CCCCCNC(=O)OC(C)(C)C)nn1	-2	x	-19%	x	-9%	3%	x	1%	-47	x	9%
Cc1ccc(S(=O)(=O)Nc2cc(-c3ccc(Cl)cc3)nn2C)cc1	-18	2%	-8%	x	8%	1%	-2%	-1%	-5	x	-5%

Whole records, looked up by structure:
COc1ccccc1NC(=S)NC(=O)/C=C/c1ccco1 reads hERG WT inh = 5; PKM2 activator = 22%; Eya2 inh = 2%; MBNL1 CUG block = x; Mito fusion act = 5%; BCR signal inh = u; GALK inhibitor = 1%; USP2a inh = 3%; TSHR antag = -8; Menin MLL FP TR = u; S-ASM inh = -1%
Cc1ccc(Nc2nnc(-c3ccccc3N)o2)cc1C reads hERG WT inh = -1; PKM2 activator = -9%; Eya2 inh = 15%; MBNL1 CUG block = 19%; Mito fusion act = -2%; BCR signal inh = u; GALK inhibitor = 3%; USP2a inh = 5%; TSHR antag = 20; Menin MLL FP TR = x; S-ASM inh = 43%[activator]
CC[C@H](C)[C@@H](C(=O)NCCCCCCCCCCC(=O)N1CCN(C(=O)OC(C)(C)C)CC1)n1cc(CCCCCNC(=O)OC(C)(C)C)nn1 reads hERG WT inh = -2; PKM2 activator = x; Eya2 inh = -19%; MBNL1 CUG block = x; Mito fusion act = -9%; BCR signal inh = 3%; GALK inhibitor = x; USP2a inh = 1%; TSHR antag = -47; Menin MLL FP TR = x; S-ASM inh = 9%

Bioassay records (PubChem BioAssay)
